# Screening results (PubChem)
# MLL CXXC-DNA inh – MLL CXXC-DNA interaction inhibition | MLL-CXXC / FITC-HOXA9 DNA fluorescence polarization | Potency, µM (highest dose often 115 µM), without a hit: at the top dose activity change, negative = inhibition, usual class: inhibitors | 0.037% of 290,000 active | AID 2662; active means well fitted inhibition curve with a large enough effect in the polarisation, with a control signal flat, not every such curve was filed as active; inconclusive means small, poorly fitted or top-dose-only effect, or effect the other way, or a change in a side signal; inactive means no such curve, though single readings can be large or run the other way; the % refers to the polarisation; further: potency means the concentration at half of the fitted maximal effect
# Target sequence (Q03164 whole entry, looked up): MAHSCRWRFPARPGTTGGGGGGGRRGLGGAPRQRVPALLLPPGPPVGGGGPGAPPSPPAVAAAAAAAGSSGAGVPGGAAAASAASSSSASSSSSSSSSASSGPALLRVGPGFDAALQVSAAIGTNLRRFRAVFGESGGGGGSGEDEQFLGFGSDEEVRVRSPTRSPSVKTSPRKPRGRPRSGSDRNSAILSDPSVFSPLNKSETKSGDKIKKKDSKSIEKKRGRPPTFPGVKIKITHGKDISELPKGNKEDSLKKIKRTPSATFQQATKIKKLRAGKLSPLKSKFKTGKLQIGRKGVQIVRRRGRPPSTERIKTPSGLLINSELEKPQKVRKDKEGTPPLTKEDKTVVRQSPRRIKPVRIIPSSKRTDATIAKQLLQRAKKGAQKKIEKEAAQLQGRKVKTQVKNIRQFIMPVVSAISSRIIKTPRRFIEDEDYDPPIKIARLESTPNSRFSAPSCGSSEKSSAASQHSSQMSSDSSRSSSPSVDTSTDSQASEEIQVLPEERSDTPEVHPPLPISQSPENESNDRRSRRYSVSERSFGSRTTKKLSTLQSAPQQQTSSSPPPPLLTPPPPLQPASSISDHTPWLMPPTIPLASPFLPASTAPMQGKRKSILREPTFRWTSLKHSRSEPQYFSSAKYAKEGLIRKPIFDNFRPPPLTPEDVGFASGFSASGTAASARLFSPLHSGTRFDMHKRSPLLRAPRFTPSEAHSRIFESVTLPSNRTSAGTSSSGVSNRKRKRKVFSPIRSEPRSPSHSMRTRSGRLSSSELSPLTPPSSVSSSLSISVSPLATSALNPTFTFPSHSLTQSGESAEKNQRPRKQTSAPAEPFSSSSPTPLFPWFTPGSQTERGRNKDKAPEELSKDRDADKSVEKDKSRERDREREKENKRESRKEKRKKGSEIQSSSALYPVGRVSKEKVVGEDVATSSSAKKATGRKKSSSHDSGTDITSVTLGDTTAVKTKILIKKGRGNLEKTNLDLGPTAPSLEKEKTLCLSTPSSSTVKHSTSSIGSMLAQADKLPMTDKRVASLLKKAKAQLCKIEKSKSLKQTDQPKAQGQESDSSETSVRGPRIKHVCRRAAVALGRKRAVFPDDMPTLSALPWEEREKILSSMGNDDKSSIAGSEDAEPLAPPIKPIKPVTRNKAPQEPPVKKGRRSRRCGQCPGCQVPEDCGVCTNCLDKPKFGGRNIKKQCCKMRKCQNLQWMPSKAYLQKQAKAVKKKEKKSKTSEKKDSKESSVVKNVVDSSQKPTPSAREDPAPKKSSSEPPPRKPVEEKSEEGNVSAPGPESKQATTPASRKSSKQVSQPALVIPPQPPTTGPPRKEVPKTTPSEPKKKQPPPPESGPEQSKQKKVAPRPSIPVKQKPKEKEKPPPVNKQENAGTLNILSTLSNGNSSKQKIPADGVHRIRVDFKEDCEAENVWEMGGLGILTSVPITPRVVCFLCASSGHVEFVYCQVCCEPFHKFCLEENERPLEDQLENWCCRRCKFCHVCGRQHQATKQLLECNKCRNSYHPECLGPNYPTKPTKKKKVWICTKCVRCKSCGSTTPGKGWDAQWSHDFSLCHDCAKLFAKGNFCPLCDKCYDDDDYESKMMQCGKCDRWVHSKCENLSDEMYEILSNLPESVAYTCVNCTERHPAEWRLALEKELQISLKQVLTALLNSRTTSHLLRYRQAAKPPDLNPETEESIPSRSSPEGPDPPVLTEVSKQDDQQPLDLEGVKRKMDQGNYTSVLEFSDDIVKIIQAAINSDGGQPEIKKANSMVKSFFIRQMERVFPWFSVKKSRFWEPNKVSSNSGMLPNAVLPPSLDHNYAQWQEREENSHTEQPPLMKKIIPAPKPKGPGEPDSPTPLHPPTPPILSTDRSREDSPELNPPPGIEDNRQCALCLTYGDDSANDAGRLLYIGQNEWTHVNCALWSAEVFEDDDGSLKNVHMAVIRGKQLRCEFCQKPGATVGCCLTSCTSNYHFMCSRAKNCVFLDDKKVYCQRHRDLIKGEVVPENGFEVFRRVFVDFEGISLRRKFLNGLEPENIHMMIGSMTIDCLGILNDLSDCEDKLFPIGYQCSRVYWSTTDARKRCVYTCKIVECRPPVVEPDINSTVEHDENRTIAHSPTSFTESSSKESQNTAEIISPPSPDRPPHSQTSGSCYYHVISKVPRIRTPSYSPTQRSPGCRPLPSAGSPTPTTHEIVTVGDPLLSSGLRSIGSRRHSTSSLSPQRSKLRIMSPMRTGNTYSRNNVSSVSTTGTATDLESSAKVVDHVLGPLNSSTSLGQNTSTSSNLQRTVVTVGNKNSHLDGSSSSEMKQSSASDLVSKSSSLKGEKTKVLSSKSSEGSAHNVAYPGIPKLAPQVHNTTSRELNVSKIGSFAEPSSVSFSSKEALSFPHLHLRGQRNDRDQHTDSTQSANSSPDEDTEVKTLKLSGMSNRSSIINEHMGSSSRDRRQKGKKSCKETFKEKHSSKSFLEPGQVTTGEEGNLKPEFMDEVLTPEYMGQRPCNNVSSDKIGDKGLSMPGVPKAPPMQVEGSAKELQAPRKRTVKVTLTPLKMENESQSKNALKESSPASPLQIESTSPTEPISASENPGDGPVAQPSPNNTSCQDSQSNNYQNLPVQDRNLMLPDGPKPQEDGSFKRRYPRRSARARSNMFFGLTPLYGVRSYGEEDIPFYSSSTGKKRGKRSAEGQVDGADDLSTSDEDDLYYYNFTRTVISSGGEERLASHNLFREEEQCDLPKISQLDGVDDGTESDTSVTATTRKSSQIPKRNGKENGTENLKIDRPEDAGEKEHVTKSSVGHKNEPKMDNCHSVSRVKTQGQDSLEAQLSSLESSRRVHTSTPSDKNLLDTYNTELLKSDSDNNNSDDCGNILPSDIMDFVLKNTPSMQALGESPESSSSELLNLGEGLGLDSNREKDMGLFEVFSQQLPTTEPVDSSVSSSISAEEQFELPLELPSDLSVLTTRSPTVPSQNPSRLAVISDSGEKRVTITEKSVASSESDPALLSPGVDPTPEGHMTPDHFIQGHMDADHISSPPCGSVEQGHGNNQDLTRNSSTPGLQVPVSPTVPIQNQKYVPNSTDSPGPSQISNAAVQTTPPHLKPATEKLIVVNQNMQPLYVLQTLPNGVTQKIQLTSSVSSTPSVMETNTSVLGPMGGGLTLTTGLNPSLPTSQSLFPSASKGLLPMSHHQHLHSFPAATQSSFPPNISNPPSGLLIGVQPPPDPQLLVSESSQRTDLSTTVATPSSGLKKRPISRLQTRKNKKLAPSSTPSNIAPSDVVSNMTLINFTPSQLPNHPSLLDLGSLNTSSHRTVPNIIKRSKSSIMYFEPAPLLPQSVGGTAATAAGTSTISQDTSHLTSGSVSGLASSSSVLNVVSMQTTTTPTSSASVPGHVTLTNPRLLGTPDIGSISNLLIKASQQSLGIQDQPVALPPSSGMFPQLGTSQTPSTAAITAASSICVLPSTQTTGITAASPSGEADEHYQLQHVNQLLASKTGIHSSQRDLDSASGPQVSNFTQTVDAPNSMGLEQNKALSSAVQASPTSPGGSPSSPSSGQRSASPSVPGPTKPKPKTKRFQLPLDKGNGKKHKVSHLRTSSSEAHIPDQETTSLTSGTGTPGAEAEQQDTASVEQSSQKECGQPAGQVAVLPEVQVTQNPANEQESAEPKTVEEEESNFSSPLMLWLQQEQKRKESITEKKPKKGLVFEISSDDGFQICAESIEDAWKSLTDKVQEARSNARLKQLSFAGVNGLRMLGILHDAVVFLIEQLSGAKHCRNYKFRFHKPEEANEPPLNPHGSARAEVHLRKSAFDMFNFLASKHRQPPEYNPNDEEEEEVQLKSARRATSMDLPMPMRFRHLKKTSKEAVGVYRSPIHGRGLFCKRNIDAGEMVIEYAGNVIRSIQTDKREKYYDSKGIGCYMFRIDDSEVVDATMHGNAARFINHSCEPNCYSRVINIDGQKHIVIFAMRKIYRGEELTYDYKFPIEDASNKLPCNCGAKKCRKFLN
#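 Fluorescence polarization: 7 uM MLL-CXXC (stock) preincubated 5 min with compounds, then 50 nM fluorescein-HOX-A9 DNA (stock) added; 30 min ambient. Buffer 50 mM Tris-HCl pH 7.5, 50 mM NaCl, 1 mM DTT, 0.05% BSA.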
# ELG1 DNA repair – inhibitors of ELG1-dependent DNA repair in HEK293T cells | HEK293T ELG1-luciferase reporter, luminescence, 16 h; DNA damage induced by 5-fluorouridine | Potency, µM (titrated, usually from 46.1 µM), for the others: at the highest dose activity change, negative = inhibition, actives largely listed as inhibitors | 2.3% of 330,000 active | AID 504467; further: potency means the concentration at half of the fitted maximal effect; on the % scale 0 is the no-effect control and ±100 the full control effect; nearly all actives have a fitted effect of over 55% in size
#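 Luminescence from the luciferase reporter, measured 30 min after ONE-Glo reagent at room temperature, was the read-out. Beforehand, 2,000 cells per well were exposed for 16 hr at 37 °C to 5-fluorouridine together with compound or vehicle.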
# AT treatment – potential ataxia-telangiectasia treatments restoring KAP-1 phosphorylation | Potency, µM (titrated, usually from 57.5 µM), without a hit: at the top dose activation, hits mostly activators | 0.19% of 320,000 active | AID 485349 | […] A-T fibroblasts, KAP-1 phosphorylation AlphaLISA; neocarzinostatin DNA damage 30 min before lysis; further: potency means the concentration at half of the fitted maximal effect; % of control where 0% means no effect; nearly all actives have a fitted effect of over 45% in size
#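 hTERT-immortalized A-T patient fibroblasts ([…]), 500 cells/well in OPTI-MEM, 1% FBS, got compounds for 60 min, then NCS for 30 min at 37C. Lysates were then assayed for phospho-KAP-1 by AlphaLISA (anti-pKAP1 donor, anti-KAP1 acceptor beads), 6 hr at 25C.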
# TRPV1 agonist – agonists of human vanilloid receptor 1 (TRPV1). TRPV1-expressing cells, Fluo-8 calcium influx, agonist mode. activation, % at 8.33 µM. 0.19% of 320,000 active; in the data active means activation above about 80%; inconclusive means between about 30% and that limit; further: 0% is about no effect
#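 TRPV1-expressing cells were cultured overnight at 35.5C and loaded with Fluo-8 calcium dye for 40 to 90 min at room temperature. After a 10 s baseline, compound was added and calcium influx was read kinetically for 3 min (ex 480/em 520 nm).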
# B2AR arrestin – agonists driving beta-arrestin recruitment to human beta2-adrenergic receptor; Potency, µM (top dose mostly 46.1 µM), for the others: at the highest dose activation, usual class: activators; 0.02% of 330,000 active; P07550; beta-arrestin recruitment to beta2AR, cell-based reporter;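 further: potency means the concentration at half of the fitted maximal effect; 0% = DMSO controls and full agonism = EC100 isoproterenol or metaproterenol; nearly all actives have a fitted effect of over 65% in size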
# a7 integrin act – integrin-mediated muscular dystrophy alleviation activation | 0.064% of 350,000 active | alpha7betagal myoblasts, beta-gal FDG fluorescence, 48 h | Potency, µM (series often up to 38.3 µM), without a hit: at the top dose activation, actives largely listed as activators | AID 624291;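 further: potency means the concentration at half of the fitted maximal effect; 100% = response of the positive control SU9516; nearly all actives have a fitted effect of over 60% in size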
#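 alpha7betagal+/- myoblasts (passage 13, 250/well) treated 48 h at 37C with compounds at 1:260 dilution of DMSO stock. Lysed, then beta-galactosidase activity read as FDG fluorescence (ex 480/em 540) after 30 min, with pre-read for autofluorescence.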
# TCR act – T cell receptor activation; Potency, µM (highest dose often 9.22 µM), without a hit: at the top dose activation of IL-2 secretion, hits mostly activators; 330,000 tested, under 10 active; primary human leukocytes, anti-CD3, IL-2 HTRF, 48 h; further: % of control where 0% means no effect
#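 48 hr co-incubation of compounds, a-CD3 beads and primary human leukocytes; IL-2 quantified homogeneously by HTRF with anti-IL-2 K and d2 conjugates.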
# p53 reactivation – restores transcriptional activity of mutant p53; H1299 p53-A138V BP100-luciferase reporter, luminescence, 24 h; Potency, µM (top dose mostly 92.2 µM), without a hit: at the highest dose activity change, positive = activation, most hits filed as activators; 0.063% of 320,000 active; AID 504706; further: potency means the concentration at half of the fitted maximal effect; % of control where 0% means no effect; nearly all actives have a fitted effect of over 45% in size
#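 p53-null H1299 cells stably carrying temperature-sensitive p53-A138V and a BP100-luciferase reporter were pinned with compounds (4-point, 1:5 series) and held 24 hrs at 37 deg C. Luminescence was read 10 min after detection reagent.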
# BRCA1 expr act – activators of BRCA1 expression; MCF7-BRCA1-FFLuc reporter, luminescence, 48 h; response scale: scaled: vehicle 0%, 10 µM genistein 100%; Potency, µM (highest dose often 46.1 µM), for the others: at the highest dose activation, actives largely listed as activators; 1.1% of 380,000 active; further: potency means the concentration at half of the fitted maximal effect; nearly all actives have a fitted effect of over 80% in size; some results filed as inactive show a strong effect at the top dose
#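 MCF7-BRCA1-FFLuc, 2000 cells/well; 2 h attach, 37 °C/5% CO2; compound 48 h; luciferase substrate 15 min; luminescence end-point. Norm. to genistein 10 microM max activation and DMSO; concentration-response curves fitted.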
# TSG101-PTAP inh – blocks PTAP/TSG101 interaction to inhibit HIV-1 budding. Q99816. Fluorescence polarization, FITC-PTAP peptide / Tsg101 binding. Potency, µM (top dose mostly 115 µM), for inactives: top-dose activity change, negative = inhibition, most hits filed as inhibitors. 340,000 tested, under 10 active; active means well fitted inhibition curve with a large enough effect in the main read-out, with a control signal flat, not every such curve was filed as active; inconclusive means small, poorly fitted or top-dose-only effect, or effect the other way, or a change in a side signal; inactive means no such curve, though single readings can be large or run the other way; further: potency means the concentration at half of the fitted maximal effect; % of control where 0% means no effect
#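 Fluorescence anisotropy tracks displacement of a FITC-tagged PTAP peptide (50 nM) from the Tsg101 binding domain (10 uM), following a 20 min room-temperature incubation at pH 7.5.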
# Numbers without * were called inactive; ? = inconclusive; . = no result given; [ ] = another dose, or the depositor's remark. Unless noted, the call rests on the fitted dose curve; in most records, active means well fitted curve in the direction sought with a large enough effect; inconclusive means small, poorly fitted or top-dose-only effect, or another doubt; inactive means no such curve, though single readings can be large; an effect the other way counts as inactive or inconclusive.
Structure,B2AR arrestin,TCR act,a7 integrin act,BRCA1 expr act,p53 reactivation,AT treatment,TSG101-PTAP inh,MLL CXXC-DNA inh,ELG1 DNA repair,TRPV1 agonist
Cc1c(-n2c(-c3ccccc3Cl)n[nH]c2=S)c(=O)n(-c2ccccc2)n1C,0.1%,-2%,16%,0%,-3%,2%,-1%,-10%,1%,-6
CCOC(=O)N1CCN(C(=O)CN(C)S(=O)(=O)c2ccc(F)cc2)CC1,-0.4%,-2%,-3%,7%,6%,3%,0%,7%,8%,-1
COc1ccc(C(=O)N2CCN(C(C)=O)CC2)cc1S(=O)(=O)NCc1ccc(Cl)cc1,-0.8%,-1%,-11%,-7%,-2%,2%,-4%,-2%,-5%,-6
COc1ccc(CCNC(=O)c2cccn2C)cc1,-0.2%,-10%,0%,2.8µM*,1%,16%,-2%,7%,-7%,-1
Cc1ccc(NC(=O)C(C)OC(=O)c2ccc(Cl)nc2)cc1S(=O)(=O)N1CCOCC1 (stereo unspecified),0.1%,0%,-6%,-4%,-3%,2%,0%,.,-27%,6
CCCCN(c1ccccc1)S(=O)(=O)c1cccc2cccnc12,-0.3%,6%,20%,-10%,-7%,14%,-2%,-1%,?,-4
O=C(c1cnc2sccn2c1=O)N(Cc1ccccc1)c1ccccn1,-1.0%,5%,23%,42%,2%,5%,-1%,-1%,27%,1
Cc1cccc(C)c1NC(=O)CN(C)C(=O)Cn1c(=O)cnc2ccccc21,0.4%,-3%,-25%,-11%,20%,2%,-5%,?,7%,-6
COc1ccccc1CC(=O)Nc1ccc(S(=O)(=O)N2CC(C)CC(C)C2)cc1 (stereo unspecified),0.1%,8%,-1%,-25%,4%,-1%,0%,.,?,6
CCC(CO)Oc1cc(NCc2ccccc2)c2ncn(C3CCCC3)c2c1 (stereo unspecified),0.1%,6%,-25%,-41%,-1%,4%,-2%,.,?,.
COc1ccc(NC(=O)Nc2c(O)ccc3ccccc23)cc1,.,-2%,-7%,?,.,.,-10%,.,.,.
Fc1ccc(NC(=S)Nc2ccccc2OC(F)F)cc1Cl,0.2%,4%[46.1 µM],-16%,-76%,22%,-3%,-1%,-16%,?,-5

Structure,B2AR arrestin,TCR act,a7 integrin act,BRCA1 expr act,p53 reactivation,AT treatment,TSG101-PTAP inh,MLL CXXC-DNA inh,ELG1 DNA repair,TRPV1 agonist
CCOC(=O)c1c(C)[nH]c(C(=O)C(C)OC(=O)c2cnc(C)cn2)c1C (stereo unspecified),3.4%,4%,25%,-26%,?,-2%,1%,.,7%,4
Cn1c(SCc2nnc(-c3ccc(F)cc3)o2)nnc1C1COc2ccccc2O1 (stereo unspecified),0.2%,4%,8%,4%,-1%,9%,-5%,13%,?,3
Cc1ccc(NC(=O)C2CCN(C(=O)c3ccc(F)cc3)CC2)nc1,-0.8%,-8%,-7%,-9%,-3%,5%,-5%,.,-18%,-1
COc1ccc(OC)c(Nc2nc(N)nc(CSc3nnc(N)s3)n2)c1,0.2%,.,-37%[7.66 µM],6%,-4%,-11%,-3%,17%,0%,1
Cc1ccc(NC(=O)CSc2nc(=O)n(Cc3ccncc3)c3c2CCC3)c(C)c1,0.1%,1%,30%,-24%,0%,-6%,0%,.,3%,-3
Cc1cc[n+](-c2nc([O-])sc2/C=N/Nc2ccc([N+](=O)[O-])cc2)cc1,-0.3%,4%,7%,8%,1%,-5%,-14%,-1%,-2%,-1
O=C(Cn1nc(C(F)(F)F)c2c1CCC2)NCc1ccc(F)cc1,-0.6%,-8%,11%,-18%,-16%,4%,-8%,1%,-6%,25
O=C(/C=C/c1ccccc1)c1ccccc1,-1.9%,-2%,.,17%,12%,1%,0%,13%,?,?
CC(C)COC(=O)n1c(SCC(=O)N(C)C)nc2ccccc21,0.0%,-1%,-32%,56%,-3%,3%,-4%,-1%,8%,19
Cc1ccc(-c2csc(N3CCN(c4cc5c(cc4Cl)nc(-c4ccncc4)n5CCOCCO)CC3)n2)cc1,-1.0%,-1%,?,-65%,.,-1%,-7%,18%,-27%,0
CCOC(=O)C1C2C=CC3(CN(c4cccc(Cl)c4)C(=O)C13)O2 (stereo unspecified),-1.6%,-2%,17%,-9%,-3%,11%,3%,-2%,?,.
COc1ccc(OC(C)C(=O)Nc2ccccc2C(F)(F)F)cc1 (stereo unspecified),-0.2%,-1%[46.1 µM],-4%,-51%,-3%,2%,1%,-5%,5%,9

Structure,B2AR arrestin,TCR act,a7 integrin act,BRCA1 expr act,p53 reactivation,AT treatment,TSG101-PTAP inh,MLL CXXC-DNA inh,ELG1 DNA repair,TRPV1 agonist
NC(=O)c1nsc(C(=O)N(c2ccccc2)C(C(=O)NCC2CCCO2)c2ccc(F)cc2)c1N (stereo unspecified),-0.2%,-13%,10%,-29%,-7%,10%,-1%,4%,-20%,1
CC(C)c1ccc(N(CC(=O)N/N=C/c2ccc(OC3CSC3)cc2)S(=O)(=O)c2ccccc2)cc1,-0.2%,1%[46.1 µM],9%,-37%,5%,-7%,-1%,14%,-3%,-3
O=C(O)Cn1nc(-c2ccc(F)cc2)oc1=O,-0.3%,1%,17%,5%,2%,11%,-12%,-1%,1%,1
CC(CN1CCCCC1)OC(=O)c1ccc2c(c1)OCCO2 (stereo unspecified),-0.4%,8%,0%,31%,?,-6%,4%,13%,?,0
COc1cc(OC)c2c(-c3ccccc3)cc(=O)oc2c1C(CCN1CCN(c2ccccc2)CC1)c1ccc(N(C)C)cc1 (stereo unspecified),-0.4%,0%,-30%,0%,-3%,-42%,.,5%,-2%,0
CCNC(=O)c1ccc(N(C)S(=O)(=O)c2cccs2)cc1,-0.2%,.,1%,-20%,0%,-1%,-3%,0%,6%,3
Cc1ccc(C(=O)COc2cc(C)nc3nncn23)cc1,0.5%,-1%,0%,-2%,-3%,2%,-1%,8%,1%,3
COC(=O)c1c(NC(=O)Cc2ccccc2)sc2c1CCN(C(C)C)C2,-0.1%,4%,-1%,-6%,7%,-8%,-2%,.,-2%,5
CCCCCCSc1ccc([C@@H]2[C@@H]3C(=O)N(CC)C(=O)[C@@H]3[C@]3(C(=O)OC)CCCCN23)cc1OC,0.3%,2%,9%,-26%,?,16%,-4%,.,?,5
CC(=O)c1ccc(NC(=O)C(C)N(C)CC(=O)Nc2cccc(F)c2)cc1 (stereo unspecified),0.8%,-18%,16%,-13%,-1%,-1%,-3%,25%,8%,5
CN1CCN(C(c2ccc(F)cc2)c2nnnn2Cc2cccs2)CC1 (stereo unspecified),0.5%,-1%,6%,-12%,7%,0%,-3%,-4%,-1%,0
CC(C)[C@H](NC(=O)c1ccccc1)C(=O)OCC(=O)Nc1ccc2c(c1)OCCO2,-1.0%,2%[46.1 µM],11%,-3%,24%,3%,3%,5%,13%,-2

# Reprinted from the part before: two entries, then new ones.
Structure,B2AR arrestin,TCR act,a7 integrin act,BRCA1 expr act,p53 reactivation,AT treatment,TSG101-PTAP inh,MLL CXXC-DNA inh,ELG1 DNA repair,TRPV1 agonist
CN1CCN(C(c2ccc(F)cc2)c2nnnn2Cc2cccs2)CC1 (stereo unspecified),0.5%,-1%,6%,-12%,7%,0%,-3%,-4%,-1%,0
CC(C)[C@H](NC(=O)c1ccccc1)C(=O)OCC(=O)Nc1ccc2c(c1)OCCO2,-1.0%,2%[46.1 µM],11%,-3%,24%,3%,3%,5%,13%,-2
Cc1nc2ccccc2n1C(=O)c1cc(-c2ccc(Br)cc2)nc2ccccc12,-1.2%,-26%,23%[1.53 µM],40%,2%,24%,0%,0%,-3%,4
Cc1c(C(=O)N(C)c2cccc(Cl)c2)cnn1-c1ccccc1,4.3%,15%,16%,0%,5%,-1%,-1%,?,?,23
Cn1c(-c2ccccc2)cccc1=O,0.1%,.,-16%[7.66 µM],-10%,28%,-1%,-2%,4%,?,-2
COC(=O)c1cccc(N(C(=O)CNC(=O)c2ccco2)C(C(=O)NC2CCCC2)c2ccco2)c1 (stereo unspecified),0.2%,0%,3%,0%,6%,5%,-4%,-4%,0%,13
COc1ccc(C(=O)NCCc2cn3ccc(C)cc3n2)cc1,-0.2%,-46%,-7%,-5%,2%,1%,0%,1%,23%,-2
CCOc1ccc(N(CC(=O)NCc2ccccc2)S(=O)(=O)c2ccc(C)cc2)cc1,-0.2%,0%,0%,-23%,-4%,5%,0%,-5%,-8%,22
O=C(Cc1ccccc1)NCC(=O)OCc1cccc([N+](=O)[O-])c1,-0.4%,-2%,0%,-9%,2%,2%,-3%,7%,9%,17
COCCNC(=O)Nc1ccc2c(c1)N(C)C(=O)c1ccccc1S2,-0.1%,-15%,-33%,-18%,-6%,1%,-10%,4%,15%,12
O=C(Cc1ccccc1[N+](=O)[O-])NC1CC2CCC1C2 (stereo unspecified),4.9%,3%,-6%,9%,7%,-1%,-1%,-4%,-5%,?
